Compound activity as filed in PubChem BioAssay.
AddAB inh: less growth of phage-infected E. coli with AddAB. E. coli expressing H. pylori AddAB, absorbance growth. inhibition, % at 11.9 µM. 330,000 compounds, 0.29% hits. AID 435030; in the data active = inhibition above about 12%;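 note: 0% = vehicle wells of infected cells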
PfHsp90 set2: reduces growth (ATP signal) of yeast expressing P. falciparum Hsp90; 310,000 compounds, 0.32% hits; inhibition, % at 9.4 µM; S. cerevisiae expressing PfHsp90, BacTiter-Glo ATP, 48 h; yeast lacking PDR1 and PDR3 efflux regulators;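 active = every replicate shows inhibition above about 80%, whatever the replicate mean, limit read from the data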;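 note: 0% = DMSO neutral controls and 100% = 20 µM radicicol positive controls; yeast relying on Plasmodium falciparum Hsp90 in place of its own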
E coli growth: counter-screen for AddAB inhibitors: E. coli growth inhibition. 330,000 compounds, 0.27% hits. inhibition, % at 11.9 µM. E. coli V3065 growth, OD600 absorbance, 18 h;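 active = inhibition above the campaign's mean inhibition across all tested compounds plus 3 SD, cut at about 9.9% in these data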;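 note: uninfected addAB+ strain grown without phage in ampicillin broth; 0% = DMSO wells and 100% = ciprofloxacin 0.95 µg/ml wells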
DSG3 Ab inh: blocks pemphigus antibody binding to human desmoglein-3 | DSG3-coupled beads, scFv-anti-DSG3-GFP binding, flow cytometry; hits give low values | binding (percent of control), % at 10 µM | 310,000 compounds, 0.48% hits;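 active = binding more than 3 SD below its plate's average and above zero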;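 note: hits lower antibody fragment binding to DSG3; some compounds called inactive have numbers as strong as hits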
HTR5A ag: HTR5A agonism, opioid heterodimer counter-screen | P47898 | HTR5A agonist assay, luminescence, cell-based | activation, % at 9.3 µM | 340,000 compounds, 0.61% hits | AID 504692; in the data active = activation mostly above about 9.5%, no sharp cut-off; inactive = mostly below about 7.6%;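 note: 0% = cells with vehicle only and 100% = reference agonist; strong numbers were not always called active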
MOR-DOR ag: OPRM1-OPRD1 heterodimerization agonism. P35372+P41143. cells, luminescence. activation, % at 9.3 µM. 340,000 compounds, 0.3% hits. AID 504326; in the data active = activation above about 18%;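 note: 0% = vehicle-treated cells and 100% = reference agonist; values of inactives mirror those of a sister screen read the other way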
Target sequence (P35372 whole entry, looked up): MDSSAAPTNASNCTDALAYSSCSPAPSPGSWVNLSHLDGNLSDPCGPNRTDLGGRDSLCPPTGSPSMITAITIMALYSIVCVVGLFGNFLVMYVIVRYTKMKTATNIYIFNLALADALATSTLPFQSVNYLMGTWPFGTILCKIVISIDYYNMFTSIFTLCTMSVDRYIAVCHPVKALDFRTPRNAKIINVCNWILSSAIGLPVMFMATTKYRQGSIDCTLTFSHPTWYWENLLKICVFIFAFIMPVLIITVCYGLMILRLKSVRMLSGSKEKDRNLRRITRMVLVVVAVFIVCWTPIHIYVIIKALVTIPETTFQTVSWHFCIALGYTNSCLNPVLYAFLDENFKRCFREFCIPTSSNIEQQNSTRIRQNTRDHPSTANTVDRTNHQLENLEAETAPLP
Target sequence (P41143 whole entry, looked up): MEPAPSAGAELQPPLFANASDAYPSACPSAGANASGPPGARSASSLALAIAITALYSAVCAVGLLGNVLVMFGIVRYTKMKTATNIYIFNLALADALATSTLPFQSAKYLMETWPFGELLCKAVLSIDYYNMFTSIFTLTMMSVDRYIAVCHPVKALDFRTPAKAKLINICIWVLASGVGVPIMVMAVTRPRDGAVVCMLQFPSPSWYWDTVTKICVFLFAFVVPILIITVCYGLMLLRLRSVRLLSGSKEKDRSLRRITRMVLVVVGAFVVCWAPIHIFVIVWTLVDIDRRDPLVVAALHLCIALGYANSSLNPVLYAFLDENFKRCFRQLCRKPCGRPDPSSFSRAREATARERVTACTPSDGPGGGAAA
PKA-R1A activ: activators of PKA-R1A complex; PKA-R1A dissociation, Cy5-IP20 fluorescence polarization; scaled: DMSO 0%, 113 µM cGMP 100%; activation, % at 11.4 µM; 340,000 compounds, 0.083% hits;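 active = percent activation above the mean of all tested compounds plus 3 SD, cut at about 19% in these data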;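 note: higher means more PKAc released from R1A so a rise in polarization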
OPRM1-OPRD1 inv: inverse agonists of human mu-delta opioid receptor heterodimerization; inhibition, % at 9.3 µM; cell-based MOR-DOR heterodimer luminescence, inverse agonism; 340,000 compounds, 0.21% hits; in the data active = inhibition above about 22%, passing the limit was not always enough;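 note: 0% = cells with DMSO and 100% = wells without cells with DMSO; values of inactives mirror those of a sister screen read the other way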
phage Ecoli inh: E. coli growth loss with phage present; growth absorbance; inhibition, % at 11.9 µM; 360,000 compounds, 0.26% hits; AID 651602; in the data active = inhibition above about 11%
HTR5A inv ctr: HTR5A inverse agonism, opioid heterodimer counter-screen; AID 504634; inhibition, % at 9.3 µM; 340,000 compounds, 0.083% hits; HTR5A cell line, luminescence; in the data active = inhibition mostly above about 23%, no sharp cut-off; inactive = mostly below about 18%;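 note: 0% = cells with DMSO and 100% = no-cell wells with DMSO; some compounds called inactive have numbers as strong as hits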
Mot1-301 SUMO: blocks SUMOylation pathway, rescuing yeast Mot1-301 growth. 320,000 compounds, 1% hits. AID 2716. growth rescue, % at 18.8 µM. S. cerevisiae Mot1-301 growth rescue, ATP luminescence, 38.5C; percent above DMSO median, 100 means doubled;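 active = every valid replicate shows activation above 250% relative to neutral control wells; inactive = the rest, any valid replicate at or below 250%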;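 note: OY570 slx delta 5 strain wells were the positive control but not used for scaling; some compounds called inactive have numbers as strong as hits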
* hit, by the source's call; x = not tested or not shown.

compound	AddAB inh	PfHsp90 set2	E coli growth	DSG3 Ab inh	HTR5A ag	MOR-DOR ag	PKA-R1A activ	OPRM1-OPRD1 inv	phage Ecoli inh	HTR5A inv ctr	Mot1-301 SUMO
CC(C)c1ccc(NC(=O)C2CCC(CNC(=O)[C@@H]3Cc4ccccc4CN3)CC2)cc1 (some centres not stated)	1.7	-5	-0.1	97	5	13	-8	-67	1.0	-20	61
COc1cccc(NS(=O)(=O)c2ccc(C)c(C(=O)N3CCCCC3)c2)c1	-1.1	13	3.2	111	0	-1.7	-21	7	0.0	1	-12
Cc1cc(C2=NNC(=Nc3ccc(S(=O)(=O)N4CCOCC4)cc3)SC2)c(C)n1CC1CCCO1 (configuration not stated)	0.3	-9	-5.0	99	-1	-2.1	5	12	4.1	2	12
Cc1cc(C)cc(OCC(=O)NN2Cc3ccccc3C2=N)c1	3.9	-26	-0.3	100	-2	-5.2	-14	22	0.5	10	-3
CC1CCC(NC(=O)CC2Oc3ccccc3NC2=O)CC1 (configuration not stated)	2.8	16	-1.8	108	3	-2.1	0	10	2.7	-9	416
CSc1nc(C)c(CCO)c(=O)[nH]1	1.7	0	-0.7	99	0	-2.7	3	14	1.9	7	9
CCCSc1nc(NCc2ccco2)c2c3c(sc2n1)COC(C)(C)C3	1.5	x	-0.5	92	2	-0.5	4	3	1.6	-4	46
CCOC(=O)c1ccc(CSC(=N)N)o1	1.1	12	-0.1	88	0	-4.8	-7	24	-0.5	-1	-2
CCC(C)NC(=O)c1ccc(NC(=O)CC2SC(N3CCCC3)=NC2=O)cc1 (configuration not stated)	0.6	-6	-2.4	108	4	-4.5	-18	17	2.5	-14	142
Cc1c(Cl)cccc1NC(=O)C1CC2CCC1C2 (configuration not stated)	2.9	x	0.4	107	x	x	x	x	3.3	x	-8
O=S(=O)(Nc1cccc(S(=O)(=O)N2CCCC2)c1)c1cccc(Br)c1	4.2	-7	-1.2	x	-2	-1.4	-1	5	-0.9	4	8
ClCc1csc(-c2ccccc2Cl)n1	3.3	-25	1.1	105	1	-0.7	-2	5	3.5	-2	-11
CCCCCCSc1ccc([C@H]2N[C@@](C)(C(=O)OC)[C@H]3C(=O)N(C)C(=O)[C@@H]23)cc1	3.5	-1	-1.4	99	2	2.2	-22	-12	0.3	-11	-9
Cc1ccc(/C=C/c2onc(C)c2S(=O)(=O)N2CCC(C(=O)N3CCN(C)CC3)CC2)cc1	1.2	-22	-2.5	109	1	1.1	-1	-5	-1.1	-2	-9
Cc1ccc(NC2=NC(c3ccccc3)n3c(nc(C)cc3=O)N2)cc1 (configuration not stated)	2.1	-10	-1.6	102	-4	-3.5	3	19	2.9	-20	2
O=C(NCCN1CCOCC1)c1cccc2c1C(=O)c1ccc(N3CCCC3)cc1S2(=O)=O	5.0	12	-0.7	108	1	-1.9	-13	9	3.7	31	-5
CN(CC(=O)NCCN1CCOCC1)S(=O)(=O)c1ccc(Cl)cc1	-0.6	x	-0.8	93	3	-1.2	9	6	2.7	-11	22
CC(C)C(C)(C#N)NC(=O)CSc1ncnc2sc(-c3ccccc3)cc12 (configuration not stated)	1.3	27	-1.2	106	1	-0.9	4	5	0.9	-27	-14
CCOc1ccc(NC(=O)N(CCN2CCOCC2)Cc2ccc3c(c2)CCCN3CC)cc1	4.5	17	1.1	103	10	0.2	3	-1	-0.1	-26	-2
COCCn1c(SCC(=O)Nc2nc(C)c(Cl)cc2Cl)nc2ccccc21	0.8	6	-0.2	98	1	-2.4	-6	13	4.0	4	7
Cc1ccc(C(=O)Nc2cccc(C(=O)NCc3ccccc3)c2)cc1	4.8	13	3.1	116	2	-3.3	-3	18	6.5	-1	9
Cn1nc(C(=O)N2CCN(S(=O)(=O)/C=C/c3ccccc3)CC2)c2ccccc2c1=O	1.7	0	2.2	103	-1	0.3	-5	-2	6.4	-4	-1
Cc1ccc(N(CC(=O)NCc2ccc3c(c2)OCO3)S(C)(=O)=O)cc1	-1.4	8	1.5	x	0	-3.0	-8	18	3.6	9	167
c1ccc(CCNc2ncnc3nc[nH]c23)cc1	2.3	6	-0.6	x	1	-2.4	-5	10	0.7	-3	13
CCOC(=O)c1ccc(S(=O)(=O)N2CCC(C(=O)O)CC2)cc1	1.5	-38	0.1	106	9	-3.8	-10	16	-0.4	-23	112
COc1ccc(-c2csc(NC(=O)C3CC(=O)N(Cc4ccccc4)C3)n2)cc1OC (configuration not stated)	-2.0	17	-1.1	104	1	-1.2	5	8	0.8	-2	153
COCCn1c(SCC(=O)c2ccc(F)cc2)nnc1C(C)C	1.5	16	1.4	99	1	-0.2	3	1	1.7	-2	61
O=C(Cn1c(=O)c(=O)n(Cc2ccccc2)c2ccc(Cl)cc21)Nc1cccc(F)c1	3.1	-1	-0.3	104	5	0.1	-7	-1	-1.3	-15	9
CCOC(=O)CSc1ccc(S(=O)(=O)N(CC)CC)cc1[N+](=O)[O-]	0.7	-28	-0.3	99	6	1.0	-5	-5	3.2	-14	-1
O=C(NCc1cccc(C(F)(F)F)c1)C1CC(c2c(Cl)cccc2Cl)=NO1 (configuration not stated)	1.4	-1	3.9	83	0	2.0	3	-11	0.8	0	-18

Whole records, looked up by structure.
COc1ccc(-c2csc(NC(=O)C3CC(=O)N(Cc4ccccc4)C3)n2)cc1OC (configuration not stated) is listed with AddAB inh = -2.0; PfHsp90 set2 = 17; E coli growth = -1.1; DSG3 Ab inh = 104; HTR5A ag = 1; MOR-DOR ag = -1.2; PKA-R1A activ = 5; OPRM1-OPRD1 inv = 8; phage Ecoli inh = 0.8; HTR5A inv ctr = -2; Mot1-301 SUMO = 153
COCCn1c(SCC(=O)Nc2nc(C)c(Cl)cc2Cl)nc2ccccc21 is listed with AddAB inh = 0.8; PfHsp90 set2 = 6; E coli growth = -0.2; DSG3 Ab inh = 98; HTR5A ag = 1; MOR-DOR ag = -2.4; PKA-R1A activ = -6; OPRM1-OPRD1 inv = 13; phage Ecoli inh = 4.0; HTR5A inv ctr = 4; Mot1-301 SUMO = 7
O=C(Cn1c(=O)c(=O)n(Cc2ccccc2)c2ccc(Cl)cc21)Nc1cccc(F)c1 is listed with AddAB inh = 3.1; PfHsp90 set2 = -1; E coli growth = -0.3; DSG3 Ab inh = 104; HTR5A ag = 5; MOR-DOR ag = 0.1; PKA-R1A activ = -7; OPRM1-OPRD1 inv = -1; phage Ecoli inh = -1.3; HTR5A inv ctr = -15; Mot1-301 SUMO = 9

Later entries:
compound	AddAB inh	PfHsp90 set2	E coli growth	DSG3 Ab inh	HTR5A ag	MOR-DOR ag	PKA-R1A activ	OPRM1-OPRD1 inv	phage Ecoli inh	HTR5A inv ctr	Mot1-301 SUMO
Cc1cc(F)ccc1S(=O)(=O)Nc1ccc(C(=O)N(C)Cc2ccco2)cc1	-0.1	-24	0.5	102	6	-0.3	-1	1	0.8	3	11
COc1ccc(NC(=S)N2CCC(Cc3ccccc3)CC2)cc1OC	0.0	19	1.2	x	-1	-1.6	2	8	4.0	-13	20
Nc1[nH]n(-c2ccccc2)c(=O)c1N=Nc1ccc2c(c1)OCCO2	1.4	15	1.9	104	-5	-3.1	-12	16	0.3	13	48
O=C(Nc1cnccc1C(F)(F)F)NC1CCCCC1	2.8	7	1.1	109	0	-1.6	2	8	1.4	-19	-6
COc1ccnc(Oc2cc(Cl)cc(Cl)c2)c1C#N	3.8	27	-2.0	101	x	x	x	x	4.7	x	-6
OC(CCN1CCCCC1)(c1ccccc1)c1ccccc1	-0.5	7	-1.8	98	0	-1.1	4	6	3.3	13	795
COc1cc(C(=S)N2CCOCC2)ccc1OS(=O)(=O)c1ccc(Cl)cc1	-0.5	35	0.0	102	3	1.4	-8	-7	1.1	-9	3
CCN(C(=O)CSc1nnnn1C)C1CCCCC1	0.3	10	-0.9	94	1	-2.7	15	14	2.6	-4	6
O=C1C(O)=CC(=C(c2ccccc2)c2ccccc2)c2ccccc21	x	-6	x	88	-4	20*	-2	-100	2.3	16	x
COc1ccccc1Nc1nc(N)nc(CSc2nc(C)cc(C)n2)n1	4.8	x	-0.3	x	6	1.4	9	-8	1.5	-17	31
O=C(O)[C@H](Cc1ccccc1)N1C(=O)c2ccncc2C1=O	1.8	2	1.0	102	2	-1.9	-3	10	3.9	-8	-12
Cc1csc(NC(=O)c2ccccc2C(=O)O)n1	-1.0	6	-1.1	97	1	-4.8	-7	21	1.5	-3	451
O=C(Cc1sc(-c2ccccc2Cl)nc1-c1ccccc1)Nc1ccccc1	1.3	-8	2.9	107	5	1.3	-9	-7	1.7	16	-6
C[C@H](NC(=O)c1ccco1)C(=O)Nc1ccc(S(=O)(=O)N2CCCC2)cc1	0.1	9	-0.5	105	2	1.0	7	-5	4.2	-23	8
CN1CCN(S(=O)(=O)c2ccc(NC(=O)C3CCCCC3)cc2)CC1	0.5	-2	0.6	89	0	-1.6	-3	9	1.6	2	-15
O=C(O)c1ccc2c(c1)ncn2C1CCCCC1	0.2	4	-3.9	104	-6	-0.4	-3	2	1.4	-5	7
Cc1ccc2c(c1)C=CC(C#N)N2C(=O)c1ccccc1 (configuration not stated)	0.3	-17	2.3	81	-2	-3.1	-1	15	2.8	17	-10
COC(=O)CCC(=O)NC1CC(C)(C)Cc2c1cnn2-c1ccccc1 (configuration not stated)	x	-35	x	111	-2	-0.9	-10	5	1.8	5	5
Cc1ccc(S(=O)(=O)Cn2nnnc2CN2CCOCC2)cc1	2.6	-7	2.2	101	-2	-1.2	-3	7	3.0	11	-20
N#C/C(=C\c1ccc(Sc2ccc(Cl)cc2)o1)c1nc2ccccc2[nH]1	-1.3	16	0.8	109	9	5.4	-6	-28	4.5	-27	30
O=C(Cc1ccccc1)NN1C(=O)C2C3C=CC(C3)C2C1=O (configuration not stated)	5.2	-7	2.7	98	-4	-2.4	2	13	2.2	11	7
CC12CCC(=O)N1C(C(=O)Nc1nc(-c3ccc(F)c(F)c3)cs1)CS2 (configuration not stated)	4.0	3	-0.2	99	-3	3.0	0	-15	5.1	0	1
CCNc1ccc(C(=O)OCC(=O)N(Cc2ccccc2)C(C)(C)C)cc1[N+](=O)[O-]	-1.4	7	-0.6	82	7	-0.3	1	2	4.4	-2	-5
CC(C)CC(=O)Nc1nnc(S(=O)(=O)N2CCCCCC2)s1	1.3	-16	0.0	106	1	3.3	7	-17	1.9	15	7
CC(=O)N/C(=C\c1ccccc1)C(=O)OCc1ccccc1	-1.4	2	2.8	102	5	-4.1	-1	21	-0.7	-11	3

2 successive entries out of the list so far:
compound	AddAB inh	PfHsp90 set2	E coli growth	DSG3 Ab inh	HTR5A ag	MOR-DOR ag	PKA-R1A activ	OPRM1-OPRD1 inv	phage Ecoli inh	HTR5A inv ctr	Mot1-301 SUMO
Cc1cc(F)ccc1S(=O)(=O)Nc1ccc(C(=O)N(C)Cc2ccco2)cc1	-0.1	-24	0.5	102	6	-0.3	-1	1	0.8	3	11
COc1ccc(NC(=S)N2CCC(Cc3ccccc3)CC2)cc1OC	0.0	19	1.2	x	-1	-1.6	2	8	4.0	-13	20
